thrombin 1536: inhibitors of human thrombin | P00734 | 220,000 compounds, 0.26% hits | inhibition, % at 5 µM | alpha-thrombin, Boc-VPR-AMC fluorogenic substrate cleavage;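 active = inhibition at or above 40%; inactive = inhibition below 40%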;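 note: 0% = enzyme with no compound and 100% = wells without enzyme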
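Material: human alpha-thrombin enzyme / Medium: pH 7.5 Tris (50 mM) with NaCl 150 mM, Tween 20 0.05% / Compound: single-point dosing at 5 µM, 0.2% DMSO / Incubation: enzyme reaction carried out at room temperature / Detection: AMC fluorescence, 355/460 nm / Read-out basis: percent inhibition scaled between no-compound controls and no-enzyme blanks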
Rad51 HR inh: Rad51 (human) homologous recombination inhibition; 200,000 compounds, 0.085% hits; hRad51 DNA strand exchange, fluorescence dequenching; Q06609; AID 1385; inhibition, % at 10 µM;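 active = inhibition above 40% at the single screening dose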;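 note: 0% = DMSO control wells and 100% = blanks with heterologous ssDNA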
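Test system: preformed human Rad51 ssDNA filaments; also added: Donor/quencher-labelled 47-bp dsDNA substrate; doses: 10 µM final, single point; times: 37 °C 15-min filament assembly, 30-min compound preincubation, 15-min exchange; detection: FRET fluorescence dequenching, excitation 485 nm, emission 520 nm; read-out basis: Fluorescence-based percent inhibition, control- and blank-normalised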
KLK5 inh: kallikrein 5 (human) inhibition. Q9Y337. recombinant hK5, fluorogenic AMC substrate cleavage. inhibition, % at 5 µM. 210,000 compounds, 0.59% hits. AID 873;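 active = inhibition of 40% or more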;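 note: 0% = enzyme controls without compound and 100% = no-enzyme blanks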
Target sequence (Q9Y337 67-293 limits assumed): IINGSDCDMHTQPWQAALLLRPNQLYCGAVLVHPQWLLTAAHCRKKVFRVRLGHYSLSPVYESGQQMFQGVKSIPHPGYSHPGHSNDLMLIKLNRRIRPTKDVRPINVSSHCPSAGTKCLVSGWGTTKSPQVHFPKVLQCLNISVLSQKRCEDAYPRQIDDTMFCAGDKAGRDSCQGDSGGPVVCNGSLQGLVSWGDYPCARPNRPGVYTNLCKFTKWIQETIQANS
p47phox inh: blocks human p47phox regulatory protein of NADPH oxidases; P14598; p47phox/p22phox peptide binding, fluorescence polarization, 2 h; inhibition, % at 24.7 µM; 220,000 compounds, 0.53% hits; AID 1274;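 note: 0% = p47phox with labelled peptide and 100% = labelled peptide alone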
Target sequence (P14598 whole entry, looked up): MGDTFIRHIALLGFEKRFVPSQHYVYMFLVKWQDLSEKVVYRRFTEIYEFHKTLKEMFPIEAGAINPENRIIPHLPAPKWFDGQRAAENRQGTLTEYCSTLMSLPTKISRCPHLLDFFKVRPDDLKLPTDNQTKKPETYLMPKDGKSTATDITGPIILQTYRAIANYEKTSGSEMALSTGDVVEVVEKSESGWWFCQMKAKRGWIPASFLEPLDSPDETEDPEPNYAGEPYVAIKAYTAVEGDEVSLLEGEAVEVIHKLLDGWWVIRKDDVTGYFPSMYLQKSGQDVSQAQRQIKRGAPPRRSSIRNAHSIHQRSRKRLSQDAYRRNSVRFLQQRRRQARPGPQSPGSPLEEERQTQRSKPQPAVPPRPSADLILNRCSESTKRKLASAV
14-3-3 Bad inh: disrupts binding of bovine 14-3-3 zeta to phospho-Bad peptide. 220,000 compounds, 0.71% hits. TR-FRET 14-3-3zeta/Dy647-pBad peptide displacement, 1 h. AID 781. inhibition, % at 21.7 µM;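 active = inhibition above about 70%, limit read from the data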;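 note: 0% = full 14-3-3 plus peptide FRET controls and 100% = background without 14-3-3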
eIF4E-4G inh: inhibitors of eIF4E and eIF4G interaction in translation initiation | TR-FRET eIF4E-eIF4GI(517-606) binding, 2 h | inhibition, % at 21.7 µM | P63073+Q04637 | AID 782 | 220,000 compounds, 0.37% hits;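 note: 0% = full FRET control wells and 100% = background wells lacking eIF4GI fragment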
Furin inh: blocks human furin protease activity; inhibition, % at 30 µM; AID 463115; 220,000 compounds, 0.061% hits; purified furin, fluorogenic substrate cleavage; in the data active = inhibition above about 25%; note: inactives centre near -15
EBV gp42 inh: EBV gp42 inhibition. Q1HVG2. Fluorescence polarization binding assay, mP read-out. inhibition, % (tested at 21.74 µM). 220,000 compounds, 0.42% hits. AID 1085; in the data active = inhibition above about 50%
Target sequence (Q1HVG2 whole entry, looked up): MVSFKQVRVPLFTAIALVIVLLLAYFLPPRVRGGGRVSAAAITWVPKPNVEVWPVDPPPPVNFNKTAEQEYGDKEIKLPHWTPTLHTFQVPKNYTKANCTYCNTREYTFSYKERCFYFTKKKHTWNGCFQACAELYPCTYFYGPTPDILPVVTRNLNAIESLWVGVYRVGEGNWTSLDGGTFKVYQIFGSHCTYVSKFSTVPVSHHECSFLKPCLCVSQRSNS
Cl transport mod: modulators of human KCC2 chloride dependent transport. Q9H2X9. KCC2 cells, thallium flux FluoZin-2 fluorescence. B-score of Tl+ flux slope (higher = more flux/activation; lower = inhibition) at 10 µM. 190,000 compounds, 2.2% hits. AID 1456;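 active = thallium flux slope and its plate-corrected score both differing from the plate sample mean at a set confidence after two filtering rounds, in either direction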;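 note: slope of fluorescence scaled to starting intensity during 10 to 20 s after thallium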
* = called active by the depositor; / = not tested or not shown; [ ] = remark or other dose.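 Rule for the calls, unless noted: active = inhibition above about 30% (limit read from the data); inactive = the rest.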

SMILES	thrombin 1536	Rad51 HR inh	KLK5 inh	p47phox inh	14-3-3 Bad inh	eIF4E-4G inh	Furin inh	EBV gp42 inh	Cl transport mod
Cn1nc(-c2ccccc2)c(C#N)c1Sc1cccc(Cl)c1	8	-9	-22	2	-1	-6	-1	-28	1.2
O=[N+]([O-])c1ccc(-c2ccc(/C=N/Nc3nc(NCc4ccccc4)nc(N4CCOCC4)n3)o2)cc1	-16	-295	0	-58	-1	1	-22	-44	/
O=C1C2C3c4ccccc4C(c4ccccc43)C2C(=O)N1c1cccnc1 (stereo not drawn)	-7	7	-18	-23	-14	4	0	3	0.12
CC1CCN(C(=O)CCCC(=O)O)CC1	4	/	-4	-5	10	-4	-11	1	1.5
O=C(NCC1CCCO1)C1CCN(C2CCN(Cc3cccs3)CC2)CC1 (stereo not drawn)	-10	/	-2	-30	-10	-4	-10	-9	-2.2
CC1(C)S/C(=N/N=C/c2cccs2)NC1=O	1	-5	7	-3	3	-2	-29[20 µM]	-7	0.48
CN(c1ccc(C(=O)N2CCOCC2)cc1)S(C)(=O)=O	1	14	0	0	/	/	-18[20 µM]	-29	/
O=S(=O)(NCCc1ccccc1)c1ccc(Cl)nc1	-8	5	-21	-8	-11[fluorescence artefact?]	2	-11	-8	-0.58
COc1cccc(N2C(=O)CC(N3CCN(CCN=CC4=C(O)CC(C)(C)CC4=O)CC3)C2=O)c1 (stereo not drawn)	-13	/	-8	4	0	3	-13	-17	0.0015
O=C(COC(=O)c1ccccc1NC(=O)c1ccco1)Nc1ncc(Cl)cc1Cl	-6	/	2	-8	8[fluorescence artefact?]	-17[fluorescence artefact?]	-17[20 µM]	-39	-0.44
O=C(Nc1cccc(Cl)c1Cl)c1ccc(-c2ccccc2)cc1	-1	/	5	-8	1	2	-18[20 µM]	-10	-0.88
C(=N\Nc1nncc2ccccc12)/c1ccccc1	-3	0	0	3	-13	2	-15	-7	-0.53
CCn1c2ccccc2c2nnc(SCC(=O)NCc3cccs3)nc21	4	1	-9	-2	-1	7	0	-22	-1.3
CC1=C/C(=N\NC(=O)c2cccs2)CC(C)(C)C1	0	18	-14	4	-1	1	-5	2	1.9
CCn1c(CNC(=O)c2ccc(OC)cc2)nnc1SCC(=O)c1ccccc1	7	6	5	2	5	1	-22[20 µM]	-5	-0.56
CCOC(=O)c1cc2sccc2n1CC(=O)N1CCCc2ccccc21	8	2	2	0	1[fluorescence artefact?]	4	-19	-14	-1.3
Cc1nc2c(-c3ccccc3)c(C)nn2c(C)c1CCC(=O)NCc1ccco1	-4	-5	-5	-14	3[fluorescence artefact?]	3	-3	-10	/
COC(=O)c1ccc(NN=Nc2ccc(C)cc2)cc1	-11	-2	-20	-3	-14[fluorescence artefact?]	-14	-24	5	-1.5
Cc1cc(C(=O)COC(=O)c2ccc3c(c2)NC(=O)CS3)c(C)n1CC1CCCO1 (stereo not drawn)	-7	/	-16	1	7[fluorescence artefact?]	2[fluorescence artefact?]	-18	7	-0.41
COc1ccc(CCNC(=O)CSc2nc3[nH]ncc3c(=O)n2-c2ccc(Cl)cc2Cl)cc1OC	-14	-4	-3	-7	6	-1	-7	4	-0.82
CCCOc1ccc(C(=O)NNC(=S)NC(=O)c2ccco2)cc1	4	4	-20	-4	-10	3	-12	-5	97*
CC(=O)Nc1ccc(NC(=O)c2ccccc2C)cc1	4	10	2	-7	4	20	-24[20 µM]	10	/
Cc1ccc(OCC(=O)NC(C)c2ccccc2)c([N+](=O)[O-])n1 (stereo not drawn)	2	-1	20	-4	7	5	-6	-24	-0.086
CC(C)(C)C1CCC(C(=O)OCC(=O)N2CCOCC2)CC1 (stereo not drawn)	-7	17	-7	3	6[fluorescence artefact?]	-15[fluorescence artefact?]	-9	7	0.43
COc1cccc(C(=O)COc2ccc3ccc(=O)oc3c2)c1	-17	4	-3	2	19	5	-10	1	-0.035

(continued)
SMILES	thrombin 1536	Rad51 HR inh	KLK5 inh	p47phox inh	14-3-3 Bad inh	eIF4E-4G inh	Furin inh	EBV gp42 inh	Cl transport mod
Cc1nn(CC2CC2)c(=O)n1-c1ccc(Oc2ccccc2)cc1	3	7	-17	-8	-1	6	-18	-6	-1.8
CC1(C(=O)O)CCC(C(=O)NCCc2ccccc2)C1(C)C (stereo not drawn)	2	-2	-10	-13	9	-13	-16[20 µM]	-15	-0.023
CCOc1ccccc1NC(=O)C(C)CC (stereo not drawn)	-3	4	-8	-8	-9	0	-19	1	-0.27
COC(=O)c1ccc(/C=C(\C#N)c2ccccn2)cc1	-1	-51	-3	4	3	-2	-25	2	0.29
CCOc1ccc(OCC)c(NC(=O)c2ccc(CNc3c(N4CCOCC4)c(=O)c3=O)cc2)c1	0	0	-16	3	-4	-1	-2	12	-0.26
Cc1nnc(SCC(=O)NNC(=O)CC#N)[nH]c1=O	0	2	-4	5	10	7	-12	-13	0.12
Cc1nn(Cc2ccc(F)cc2)c(C)c1NC(=O)c1cc(-c2ccco2)on1	-17	-3	-1	-29	2	6	-13	-14	/
C=CCNc1nc(Nc2ccc(-c3nc4ccccc4o3)cc2)nc(N2CCOCC2)n1	-1	1	-99	-31	2	6[fluorescence artefact?]	-39[20 µM]	-10	/
COc1ccc(C2C(C(=O)N3CCN(C)CC3)c3cc(OC)c(OC)cc3C(=O)N2C)cc1 (stereo not drawn)	-2	-2	1	-4	-11	1	-12	-22	/
O=C1c2cccc3c(N4CCCCC4)ccc(c23)C(=O)N1CCO	-5	-101	12	-35	-4[fluorescence artefact?]	-10[fluorescence artefact?]	-13[20 µM]	-1	-1.7
COc1ccc(/C=N/NC(=O)c2ccc(CN3C(=O)c4cccc5cccc3c45)cc2)cc1O	0	/	/	/	-2	1	-21	-6	0.36
COc1ccccc1OCCOc1ccc(/C=C2/C(=N)N3OC(C)=CC3=NC2=O)cc1OC	1	-12	-16	-23	59[fluorescence artefact?]	-10	-16[20 µM]	12	/
Clc1ccc(OCc2nnc(SCCN3CCCCC3)n2Cc2ccco2)cc1	27	-8	21	11	57	8	-16	-11	-0.62
O=C(CSc1ccc(-c2cccnc2)nn1)N1CCCc2ccccc21	-10	0	-4	-4	-1	-1	-2	-10	0.058
CCCn1c(SCC(=O)NC(=O)NC(C)(C)C)n[nH]c1=O	20	-5	7	3	7	-1	-17	-5	-0.25
Cc1ccc(N2C(=O)/C(=C\c3ccco3)SC2=S)cc1	-5	0	-5	-13	-6[fluorescence artefact?]	6[fluorescence artefact?]	-11	-8	0.27
CC(=O)Nc1ccc(S(=O)(=O)N2CCc3ccccc3C2)cc1	1	5	-7	3	-1	-15	-17[20 µM]	-3	-0.15
CC(C)c1ccc(/C=C/C(=O)Nc2ccc(CN3CCOCC3)cc2)cc1	-8	8	15	1	0	-3	-6	1	-1.7
O=C(NCCc1ccccc1)C1CC(c2ccccc2O)=NO1 (stereo not drawn)	4	-3	0	1	-2[fluorescence artefact?]	-3	-17[20 µM]	-8	-0.68
Cc1[nH]nc(NNC(=O)c2ccccc2)c1[N+](=O)[O-]	-3	/	2	-5	-13	-3	-19	-3	-0.11
Cc1cccc(-c2cc3nc(C)cc(N4CC(C)CC(C)C4)n3n2)c1 (stereo not drawn)	-1	10	-6	-8	-3[fluorescence artefact?]	1	-20[20 µM]	1	0.19
CC1(C)CC(CCC(=O)Nc2ccccc2Cl)C(=O)O1 (stereo not drawn)	0	-1	-4	9	-6	6	-22[20 µM]	-15	0.54
COC(=O)N/N=C/c1cc(Cl)cc(Cl)c1OCc1ccccc1F	-6	-2	-3	6	16	-1	-22	-14	-1.4
COc1ccc(CCN=C(N)NS(=O)(=O)c2ccc3ccccc3c2)cc1	-7	1	-3	-4	2[fluorescence artefact?]	4	-7	9	-0.9
CCN(CC)C(=O)N1CCN(Cc2ccc3c(c2)OCO3)CC1	1	4	-19	0	7	-2	-16	-3	-0.71

Continued:
SMILES	thrombin 1536	Rad51 HR inh	KLK5 inh	p47phox inh	14-3-3 Bad inh	eIF4E-4G inh	Furin inh	EBV gp42 inh	Cl transport mod
CC1CCN(c2ccc(/C=N/n3nnnc3N)cc2[N+](=O)[O-])CC1	3	-2	-4	0	6	-8	-1[20 µM]	-21	-0.81
O=C(c1cc(Sc2cccc(Cl)c2)nc2ccccc12)N1CCN(c2ccccn2)CC1	-19	5	-7	-1	-6	-2	-15	6	0.11
COc1ccc(-c2nn(CCC(=O)O)cc2CCC(=O)O)cc1	-9	-4	-12	-10	12	5	-15	-3	0.95
Cc1ccc(CN2CCN(Cc3cn[nH]c3C3CCCCC3)CC2CCO)cc1 (stereo not drawn)	-2	18	/	-4	-5	4	-22	-6	0.21
CCSc1nnc(NC(=O)c2csc3c2CCC(C)C3)s1 (stereo not drawn)	-1	-36	6	5	-4	-4	-21[20 µM]	-15	/
Cc1nn(C)cc1-c1csc(N)n1	-1	-6	-3	2	-6	-4	-10	-10	0.93

12 entries from above, as a markdown table:
| canonical_smiles | thrombin 1536 | Rad51 HR inh | KLK5 inh | p47phox inh | 14-3-3 Bad inh | eIF4E-4G inh | Furin inh | EBV gp42 inh | Cl transport mod |
| --- | --- | --- | --- | --- | --- | --- | --- | --- | --- |
| CC(=O)Nc1ccc(S(=O)(=O)N2CCc3ccccc3C2)cc1 | 1 | 5 | -7 | 3 | -1 | -15 | -17[20 µM] | -3 | -0.15 |
| CC(C)c1ccc(/C=C/C(=O)Nc2ccc(CN3CCOCC3)cc2)cc1 | -8 | 8 | 15 | 1 | 0 | -3 | -6 | 1 | -1.7 |
| O=C(NCCc1ccccc1)C1CC(c2ccccc2O)=NO1 (stereo not drawn) | 4 | -3 | 0 | 1 | -2[fluorescence artefact?] | -3 | -17[20 µM] | -8 | -0.68 |
| Cc1[nH]nc(NNC(=O)c2ccccc2)c1[N+](=O)[O-] | -3 | / | 2 | -5 | -13 | -3 | -19 | -3 | -0.11 |
| Cc1cccc(-c2cc3nc(C)cc(N4CC(C)CC(C)C4)n3n2)c1 (stereo not drawn) | -1 | 10 | -6 | -8 | -3[fluorescence artefact?] | 1 | -20[20 µM] | 1 | 0.19 |
| CC1(C)CC(CCC(=O)Nc2ccccc2Cl)C(=O)O1 (stereo not drawn) | 0 | -1 | -4 | 9 | -6 | 6 | -22[20 µM] | -15 | 0.54 |
| COC(=O)N/N=C/c1cc(Cl)cc(Cl)c1OCc1ccccc1F | -6 | -2 | -3 | 6 | 16 | -1 | -22 | -14 | -1.4 |
| COc1ccc(CCN=C(N)NS(=O)(=O)c2ccc3ccccc3c2)cc1 | -7 | 1 | -3 | -4 | 2[fluorescence artefact?] | 4 | -7 | 9 | -0.9 |
| CCN(CC)C(=O)N1CCN(Cc2ccc3c(c2)OCO3)CC1 | 1 | 4 | -19 | 0 | 7 | -2 | -16 | -3 | -0.71 |
| CC1CCN(c2ccc(/C=N/n3nnnc3N)cc2[N+](=O)[O-])CC1 | 3 | -2 | -4 | 0 | 6 | -8 | -1[20 µM] | -21 | -0.81 |
| O=C(c1cc(Sc2cccc(Cl)c2)nc2ccccc12)N1CCN(c2ccccn2)CC1 | -19 | 5 | -7 | -1 | -6 | -2 | -15 | 6 | 0.11 |
| COc1ccc(-c2nn(CCC(=O)O)cc2CCC(=O)O)cc1 | -9 | -4 | -12 | -10 | 12 | 5 | -15 | -3 | 0.95 |

From PubChem BioAssay
